HttQ103 aggreg: mutant huntingtin aggregation inhibition | Potency, µM (series often up to 46.1 µM), for the others: top-dose activity change, negative = inhibition, hits mostly inhibitors | PC12 HttQ103-GFP aggregates, Acumen cytometry, 40 h | AID 1688 | hit rate 1.1% among 220,000; note: % is set by controls: 0 for no effect and ±100 for the full control effect; nearly all actives have a fitted effect of over 60% in size
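Ecdysone-promoter PC12 model expressing HTT exon 1 Q103 fused to GFP, induced by tebufenozide at 100 nM final. Compounds titrated; aggregates sized 1–25 µm scored on a 488 nm laser cytometer.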
HTT cytoprotect: cytoprotection in Huntington HTT-Q103 PC12 cell model; PC12 HTT-Q103 induced, cytoprotection, ATP luminescence, 40 h; hit rate 0.14% among 230,000; Potency, µM (series often up to 56.4 µM), for inactives: cytoprotection (ATP increase), usual class: activators;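 note: % of control where 0% means no effect; nearly all actives have a fitted effect of over 45% in size; toxic huntingtin expression switched on by the ecdysone agonist tebufenozide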
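Compounds were screened for protection of PC12 cells against cell death after tebufenozide induction (100 nM final) of mutant Huntingtin exon 1 (Q103) fused to GFP.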
IMPase Li inh: IMPase inhibition in cells with lithium potentiation. Potency, µM (titrated, usually from 59.4 µM), for the others: top-dose activity, negative = IMPase inhibition, actives largely listed as inhibitors. hit rate 0.35% among 210,000. CHO-M1 cells, IP1 TR-FRET (IP-One), carbachol + lithium;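 note: IP1 builds up when IMPase is blocked and the TR-FRET signal falls; plate controls were basal vehicle for no effect and high inhibitor control for full effect; nearly all actives have a fitted effect of over 50% in size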
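CHO cells stably expressing M1 receptor (2000/well) were cultured 16–30 h, then exposed to compounds with a small lithium addition for 30 min at 37C. IP1 was measured by TR-FRET competition; AC50 from Hill fits.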
RGS12 GoLoco inh: inhibitors of human Gai1-RGS12 GoLoco interaction (red fluorophore); Gai1:RGS12 GoLoco peptide FP, rhodamine, 10 min; Potency, µM (titrated, usually from 61.6 µM), for inactives: at the highest dose activity, negative = inhibition, most hits filed as inhibitors; hit rate 0.44% among 230,000; active = well fitted inhibition curve with a large enough effect, not every such curve was filed as active; inactive = no such curve, though single readings can be large or run the other way; note: % is set by controls: 0 for no effect and ±100 for the full control effect; nearly all actives have a fitted effect of over 30% in size; many of its hits are not listed in these tables
Target sequence (P63096 whole entry, looked up): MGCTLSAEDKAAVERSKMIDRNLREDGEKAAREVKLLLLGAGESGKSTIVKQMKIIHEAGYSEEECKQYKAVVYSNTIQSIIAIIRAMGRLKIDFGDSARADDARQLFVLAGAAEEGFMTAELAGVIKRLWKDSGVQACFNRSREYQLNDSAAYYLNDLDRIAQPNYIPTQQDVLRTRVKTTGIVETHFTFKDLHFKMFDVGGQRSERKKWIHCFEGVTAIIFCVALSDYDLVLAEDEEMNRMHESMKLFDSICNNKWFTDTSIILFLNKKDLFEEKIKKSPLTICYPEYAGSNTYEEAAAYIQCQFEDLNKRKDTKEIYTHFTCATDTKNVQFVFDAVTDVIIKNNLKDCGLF
GAA glycogen: alters human alpha-glucosidase cleavage of glycogen; AID 2100; P10253; hit rate 0.38% among 300,000; Potency, µM (top dose mostly 76.4 µM), without a hit: at the top dose activity change, negative = inhibition, usual class: inhibitors; recombinant GAA, glycogen substrate, Amplex Red glucose oxidase fluorescence;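 note: 0% = full enzyme reaction and -100% = no-enzyme basal signal; the screen sought inhibitors and activators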
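Recombinant human alpha-glucosidase (4 nM final) hydrolysed bovine liver glycogen (30 ug) for 40 min at 37 C in pH 5.0 citrate/phosphate with 0.01% Tween-20. Released glucose detected by glucose oxidase/Amplex Red, Ex 573/Em 610 nm. Compounds up to 77 uM; AC50 from Hill fits.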
GAA spleen mod: inhibitors or activators of human alpha-glucosidase in spleen homogenate | human spleen homogenate, 4-MU-alpha-glucoside fluorescence | Potency, µM (series often up to 79.9 µM), inactives show at the top dose activity change, negative = inhibition, actives largely listed as inhibitors | hit rate 0.006% among 240,000;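 note: 0% = enzyme with vehicle and -100% = no enzyme basal signal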
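Human spleen homogenate (1 ug) with 4-methylumbelliferyl-alpha-D-glucopyranoside (1 mM final) in 50 mM citrate/phosphate pH 5.0, 0.01% Tween-20; 40 min at 37 C. Stopped at pH 10; 4-MU fluorescence Ex 365/Em 440 nm; AC50 by Hill fit.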
GAA inhib: alpha-glucosidase (human) inhibition; P10253; purified human GAA, 4-MU-alpha-glucoside fluorescence; Potency, µM (titrated, usually from 76.9 µM), without a hit: at the highest dose activity change, negative = inhibition, hits mostly inhibitors; hit rate 0.005% among 200,000;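 note: plate controls were uninhibited enzyme wells for no effect and no-enzyme background for full effect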
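Human alpha-glucosidase, 4 nM, pre-mixed with test compounds before 400 uM 4-methylumbelliferyl substrate; 20 min room temperature at pH 5.0. Fluorescence read after pH 10 stop; AC50 values from Hill-equation fits.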
The depositor's hits bear a star; ? = inconclusive; . = no result given; & = joins results of further samples; [ ] = dose if it differs, or a comment. Unless noted, calls come from the whole dose curve; as a rule, active = well fitted curve in the direction sought with a large enough effect; inconclusive = small, poorly fitted or top-dose-only effect, or another doubt; inactive = no such curve, though single readings can be large; an effect the other way counts as inactive or inconclusive. Potency is the fitted concentration of half-maximal effect. Some of the compounds tested; rates above refer to the full screens.

SMILES	HTT cytoprotect	GAA spleen mod	HttQ103 aggreg	RGS12 GoLoco inh	GAA glycogen	GAA inhib	IMPase Li inh
COc1ccc(C(=O)Nc2ccc(O)c3c(=O)cc(-c4cccc(Cl)c4)oc23)cc1	38%[10 µM]	-7%	17%[9.22 µM]	-2%	5%	.	.
c1ccc(CN2CCN(c3ncnc4nc[nH]c34)CC2)cc1	-4%[10 µM]	-10%	-32%	3%	3%	0%	1%[38.3 µM]
CCOc1ccc(-c2nnn(CC(=O)NCc3ccco3)n2)cc1	-17%	-1%	15%	5%	-5%	-6%	-13%[38.3 µM]
CCOC(=O)C1CCCN(Cc2ccc3c(c2)OCO3)C1 (centres undefined)	-7%[0.074 µM]	-7%	17%	-14%	3%	-3%	11%
CC[n+]1c(/C=C/Nc2ccccc2)oc2ccc(OC)cc21	.	-15%	.	85%[activator]	-19%	6%	16%
Cn1cc(Br)c(C(=O)NN2C(=O)C3C(C2=O)C2C=CC3C23CC3)n1 (centres undefined)	29%[10 µM]	4%	-14%	-1%	21%	2%	9%
CC[C@@H]1/C=C(\C)C[C@H](C)C[C@H](OC)[C@H]2O[C@@](O)(C(=O)C(=O)N3CCCC[C@H]3C(=O)O[C@H](/C(C)=C/[C@@H]3CC[C@@H](O)[C@H](OC)C3)[C@H](C)[C@@H](O)CC1=O)[C@H](C)C[C@@H]2OC	-93%[inhibitor]	-14%&-2%	.	-8%	.	.	2%
CCN(CC)c1ccc(NC(=O)COC(=O)/C=C/c2nc3ccccc3s2)cc1	-7%[10 µM]	-4%	?	.	8%	2%	.
CN(C)C(=O)C(NC(=O)c1ccccc1)=C(Cl)Cl	-28%	-2%	17%	2%	6%	1%	0%
CC(=O)c1c(C)[nH]c(C2=NNC(=NCc3ccccc3)SC2)c1C	-18%	-4%	-2%	-13%	.	-7%	-20%
O=C(NCc1cccs1)c1nc2c(nnn2Cc2ccccc2Cl)c(=O)[nH]1	-3%[10 µM]	4%	?	3%	1%	5%	1%
COc1ccc2c(=O)c(-c3ccccc3)c(C)oc2c1	-25%	-15%	-14%	0%	-7%	-4%	-15%[38.3 µM]
O=C(CSc1nc2cc(Cl)ccc2s1)NC(=O)NCc1ccco1	-26%	-1%	15%	8%	1%	-8%	1%[38.3 µM]
CCCCN(C)CCNC(=O)Cn1ncc2c(=O)oc3ccc(C)cc3c21	7%	3%	-2%	6%	5%	2%	1%[38.3 µM]
Brc1ccc(CSc2nnc(-c3ccco3)o2)cc1	-14%[10 µM]	-4%	-1%	25%	1%	-1%	-10%
c1ccc(C2c3[nH]c4ccccc4c3CCN2Cc2cccn2-c2cccnc2)nc1 (centres undefined)	-23%[10 µM]	0%	-6%[9.22 µM]	1%	13%	?	20%
Cn1cnc([N+](=O)[O-])c1SCC(O)CN1CCCCC1 (centres undefined)	-15%[10 µM]	-3%	8%	6%	7%	0%	4%
CC1(C)CC(=O)C=C(Nc2ccc(OCC(F)(F)C(F)F)cc2)C1	-8%	5%	?	7%	4%	-4%	23%[38.3 µM]
O=C(Cn1c(Cc2ccccc2)nc2ccccc21)NCc1ccc2c(c1)OCO2	-2%[1.9 µM]	-12%	-1%	12%	-4%	-3%	-3%
C(#CC12CC3CC(CC(C3)C1)C2)CN1CCOCC1	-21%	-19%	-22%	-5%	1%	-1%	2%
CSC1=NCCN1C(=O)c1cccc(Br)c1	-8%	0%	10%	7%	8%	-5%	12%[38.3 µM]
COC(=O)COC(=O)CC(CC(N)=O)c1ccccc1 (centres undefined)	6%	8%	-1%	8%	-3%	3%	-6%[38.3 µM]
Cc1cccc(NS(=O)(=O)c2cnc[nH]2)c1	.	1%	7%	10%	6%	0%	-9%
Cc1cc(Cl)ccc1N(CC(=O)NCCSCc1ccco1)S(C)(=O)=O	-5%[10 µM]	-1%	-13%[9.22 µM]	8%	-7%	-1%	6%
COC(=O)/C=C/C(=O)N1CCN(c2ccccc2C)CC1	-8%[10 µM]	1%	?	-4%	4%	1%	-2%

Retrieved by compound from above (2):
SMILES	HTT cytoprotect	GAA spleen mod	HttQ103 aggreg	RGS12 GoLoco inh	GAA glycogen	GAA inhib	IMPase Li inh
C(#CC12CC3CC(CC(C3)C1)C2)CN1CCOCC1	-21%	-19%	-22%	-5%	1%	-1%	2%
c1ccc(C2c3[nH]c4ccccc4c3CCN2Cc2cccn2-c2cccnc2)nc1 (centres undefined)	-23%[10 µM]	0%	-6%[9.22 µM]	1%	13%	?	20%

The list continues.
SMILES	HTT cytoprotect	GAA spleen mod	HttQ103 aggreg	RGS12 GoLoco inh	GAA glycogen	GAA inhib	IMPase Li inh
O=c1oc2ccccc2cc1-c1nc2c(s1)CCc1ccccc1-2	-22%[10 µM]	-8%	13%	1%	-5%	-3%	-27%
Cc1ccc(S(=O)(=O)CCC(=O)OCc2ccc(Cl)cc2)cc1	-15%[10 µM]	-5%	-9%	-3%	10%	?	-2%
O=C(CC1NCCc2ccccc21)Nc1ccc(Cl)cc1 (centres undefined)	-9%[10 µM]	1%	-9%	14%	-6%	-6%	-15%
Cc1ccccc1/C=C/c1nc2ccccc2c(=O)n1CCc1ccccc1	-22%[10 µM]	6%	?	2%	7%	-10%	13%
Cc1ccc(-n2cc(CN3CCN(c4ccccn4)CC3)c(-c3ccc(F)cc3)n2)cc1	-22%	-4%	-12%	-3%	-10%	-7%	10%
O=C(COC(=O)COc1ccccc1)Nc1ccccc1OC(F)F	-4%[10 µM]	3%	-3%	-2%	5%	-13%	0%[38.3 µM]
CCOCCCN(C(=O)Cn1nnc2ccccc21)C(C(=O)NCc1ccco1)c1ccncc1 (centres undefined)	0%	-5%	3%	5%	-8%	-14%	21%[38.3 µM]
COc1cccc(OC)c1C(=O)Nc1ccc(CN2CCOCC2)cc1	-10%	0%	-20%	-1%	-5%	-2%	-3%[38.3 µM]
CC1=CC(C)C(C(=O)O)C(C(=O)Nc2cccnc2)C1 (centres undefined)	6%[10 µM]	0%	7%[9.22 µM]	5%	3%	9%	-1%
CCOC(=O)c1cc2c(nc1N)CCCC2	-8%[10 µM]	3%	-11%[9.22 µM]	7%	-4%	.	.
C[C@@H](C(=O)OCC(=O)Nc1cc(S(=O)(=O)N2CCOCC2)ccc1Cl)N1C(=O)C2CCCCC2C1=O (some centres undefined)	20%[10 µM]	-3%	5%	-5%	-2%	?	0%
O=C(CNC(=O)c1ccc2ccccc2c1)OCC(=O)N1CCN(S(=O)(=O)c2ccc3ccccc3c2)CC1	21%[10 µM]	7%	-20%	-56%	-8%	-15%	-7%
O=C(O)c1ccc(COc2ccccc2Cl)cc1	-19%	-3%	-6%	-1%	12%	-6%	-22%[38.3 µM]
Cc1ccn2c(NCc3ccc4c(c3)OCO4)c(-c3ccc(O)cc3)nc2c1	11%	-4%	15%	-7%	-8%	0%	2%[38.3 µM]
O=C1c2ccccc2C(=O)N1Cc1ccco1	7%	-7%	2%	-7%	3%	-2%	5%[38.3 µM]
CCNc1nc(NC(C)(C)C)nc(N2CCCC2)n1	-7%[10 µM]	0%	-12%	-1%	8%	0%	2%
Cc1ccc2cc(CN(CCN3CCOCC3)Cc3nnnn3Cc3ccco3)c(=O)[nH]c2c1C	-15%[10 µM]	5%	16%	3%	4%	8%	4%[38.3 µM]
CCc1ccc(C(=O)CN(C#N)c2nc(C)cc(C)n2)cc1	-47%[inhibitor]	-1%	?	-10%	-4%	2%	11%[38.3 µM]
COc1cc(C(=O)Nc2cccc(C)c2C)c(Br)c(OC)c1OC	.	-1%	-16%	-6%	4%	-1%	4%
Cc1cc(=O)n(CCc2ccccc2)c(O)c1C#N	-14%[10 µM]	4%	-15%	4%	-8%	-4%	5%
O=C(CSc1ncn[nH]1)N1CCN(c2nnc(-c3ccccc3)c3ccccc23)CC1	-13%[0.074 µM]	-10%	-23%	1%	1%	0%	3%
Cc1cccc2cc(CN(CC3CCCO3)C(c3nnnn3Cc3ccco3)C(C)C)c(=O)[nH]c12 (centres undefined)	-48%[inhibitor]	-3%	-12%	8%	-5%	-4%	3%[38.3 µM]
O=C(NCc1ccc(F)cc1)c1cc2sccc2n1Cc1ccc(F)cc1	-5%[10 µM]	0%	-26%	50%[activator]	-1%	2%	10%
O=c1c2cc(N3CCOCC3)ccc2[nH]c(=S)n1CCCN1CCCCC1	-12%[0.074 µM]	-3%	-5%	2%	-6%	2%	0%[38.3 µM]
N#CCCCN1C(=O)C(=C(C#N)C#N)c2ccccc21	4%[10 µM]	2%	-13%[9.22 µM]	3%	10%	1%	11%

Next section:
SMILES	HTT cytoprotect	GAA spleen mod	HttQ103 aggreg	RGS12 GoLoco inh	GAA glycogen	GAA inhib	IMPase Li inh
Cc1c(CN2CCC(CO)(CCOc3ccccc3)CC2)[nH]c2ccc(Cl)cc12	5%[10 µM]	-2%	5%[9.22 µM]	11%	5%	-14%	17%
CCn1c(SCC(=O)Nc2nc(-c3ccccc3)cs2)nnc1-c1ccccc1	-1%	-1%	-7%	4%	-4%	-3%	10%[38.3 µM]
O=C(NCc1ccc(F)cc1)C(c1ccccc1)N(C(=O)c1csnn1)C1CC1 (centres undefined)	.	0%	.	16%	8%	8%	1%
Clc1ccc(-c2nc3n(n2)Cc2ccccc2-3)cc1	-30%[1.9 µM]	-6%	-8%	7%	-4%	0%	12%
O=C(C#Cc1ccccc1)c1ccc([N+](=O)[O-])cc1	-119%[inhibitor]	-3%	7%[9.22 µM]	5%	5%	2%	47%[activator][38.3 µM]
O=C(O)CCc1nn2c3ccccc3n(CCN3CCCCC3)c2nc1=O	12%	-8%	22%	7%	-1%	-11%	-5%[38.3 µM]
Cc1nn(C)c(C)c1/C=C(\C#N)C(N)=O	.	5%	-1%	2%	10%	10%	-3%
Cc1cc(O)ccc1N/C=C1\CCCC1=O	2%[10 µM]	3%	?	-49%	-4%	1%	16%
C#CCOC(=O)c1csc2nnsc12	4%[10 µM]	-3%	-11%	-1%	-8%	0%	3%
CCOC(=O)c1cc(C(=O)n2cc(Cl)cn2)nn1C	2%[10 µM]	-8%	11%	4%	11%	-5%	-5%
CCc1ccc(C2NC(C(=O)O)CS2)cc1 (centres undefined)	-6%	2%	13%	-50%	181%	-7%	2%[38.3 µM]
CC(=O)/C(=C/c1ccccc1)C(=O)Nc1ccccc1C	-29%	2%	-16%	1%	4%	7%	14%

Screening data deposited in PubChem BioAssay by National Center for Advancing Translational Sciences (NCATS).
